Casp6 inh – human caspase-6 inhibitors, primary screen, biochemical, VEID-R110 fluorescence, single point, set 2; P55212; purified caspase-6, Z-VEID-R110 cleavage fluorescence; inhibition, % at 12.5 µM; hit rate 0.53% among 350,000; AID 686996, 2013;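 active = mean inhibition across replicates at least about 35%, with every replicate also reaching that limit, limit read from the data; inconclusive = only one of the two criteria met; inactive = neither criterion met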;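 also: 0% = median of neutral control wells and 100% = no fluorescence left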
E-selectin induc – E-selectin induction in HUVECs, primary screen, imaging, HUVEC, immunofluorescence imaging, single point; P16581; normalized: neutral wells 0, TNF-alpha wells 100; activation, % at 7.58 µM; hit rate 0.37% among 260,000;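 active = mean E-selectin-positive cell signal at least 10% of the positive control, reached in at least 60% of replicates, without over 20% cell loss; inconclusive = no rule given, readout overlaps actives, possibly toxicity-flagged; inactive = the rest, including those meeting only one limit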;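 also: in these data hits start at about 27%; measured in HUVEC primary endothelial cells; signal is the percent of cells scored E-selectin positive by PE staining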
Target sequence (P16581 whole entry, looked up): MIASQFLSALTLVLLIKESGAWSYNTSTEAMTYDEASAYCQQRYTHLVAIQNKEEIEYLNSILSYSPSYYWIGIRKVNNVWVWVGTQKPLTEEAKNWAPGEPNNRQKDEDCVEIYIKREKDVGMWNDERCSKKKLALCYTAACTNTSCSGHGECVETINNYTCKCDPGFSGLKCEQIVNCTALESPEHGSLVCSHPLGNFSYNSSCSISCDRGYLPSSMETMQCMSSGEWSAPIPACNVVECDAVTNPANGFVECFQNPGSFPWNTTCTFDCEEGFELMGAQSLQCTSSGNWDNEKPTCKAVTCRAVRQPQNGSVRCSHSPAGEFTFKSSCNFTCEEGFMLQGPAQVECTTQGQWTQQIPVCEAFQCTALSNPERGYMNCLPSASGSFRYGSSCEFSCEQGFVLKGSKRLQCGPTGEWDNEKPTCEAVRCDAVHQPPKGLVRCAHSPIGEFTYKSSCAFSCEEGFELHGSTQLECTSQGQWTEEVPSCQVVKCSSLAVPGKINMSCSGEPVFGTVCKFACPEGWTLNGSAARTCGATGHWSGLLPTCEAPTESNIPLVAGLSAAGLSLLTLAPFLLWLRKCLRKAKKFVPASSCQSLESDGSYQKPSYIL
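Read-out: % PE-positive cells | Test system: HUVEC | Doses: One compound dose added by pin transfer | Buffer or medium: EGM-2 over gelatin coat | Signal: Immunofluorescence imaging | Benchmarks: TNF-alpha, DMSO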
ARNT TACC3 PPI – disruptors of ARNT/TACC3 protein interaction, primary screen, biochemical, AlphaScreen, single concentration. Transforming acidic coiled-coil-containing protein 3 (Homo sapiens), Q9Y6A5. AlphaScreen His-ARNT PAS-B/GST-TACC3 binding, luminescence; TACC3 fragment carries E629A point mutation. inhibition, % at 9.99 µM. hit rate 0.66% among 390,000. AID 623870, 2012;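 active = mean inhibition of replicates at least 50% and at least half of replicates each reaching 50%; inconclusive = half or more replicates reach 50% but mean below 50%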;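 also: 0% = complete ARNT plus TACC3 wells and 100% = ARNT alone without TACC3; many hits fall short of the cut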
RAD52 inh – RAD52 DNA annealing inhibitors, primary screen, biochemical, FRET, single point, set 2 | recombinant RAD52 DNA annealing, FRET fluorescence | inhibition, % at 18.7 µM | hit rate 0.46% among 360,000 | DNA repair protein RAD52 homolog (Homo sapiens), P43351;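 active = every replicate showing at least 50% inhibition; inconclusive = mean inhibition at least 50% but not in every replicate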
esBAF inh – Bmi1 luciferase reporter increase in mESCs, primary screen, esBAF inhibitor project, mouse ES cells, Bmi1 luciferase knock-in, single point; 24 h; 100% = twice the neutral-well signal; AID 602393, 2012; hit rate 2% among 350,000; reporter increase, % at 12.5 µM; in the data active = activation above about 40%; inconclusive = no clear call, values can overlap the other calls;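 also: 0% = median of the plate's neutral control wells and 100% = double that signal; a rise in the Bmi1 reporter signal indicates esBAF inhibition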
PglD inh – C. jejuni PglD acetyltransferase inhibitors, primary screen, biochemical, DTNB colorimetric, single point. UDP-N-acetylbacillosamine N-acetyltransferase PglD (Campylobacter jejuni). purified PglD enzyme, DTNB colorimetric CoA detection. inhibition, % at 12.5 µM. hit rate 0.098% among 360,000. AID 602405, 2012; in the data active = inhibition above about 16%, passing the limit was not always enough; inconclusive = no clear call, values can overlap the other calls; also: strong numbers were not always called active
ERp5 block – inhibitors of ERp5-driven insulin aggregation, primary screen, biochemical, turbidity, absorbance 650 nm, single point | Protein disulfide-isomerase A6 (Homo sapiens), Q15084 | 90 min | inhibition, % at 9.99 µM | hit rate 0.05% among 350,000;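 active = mean replicate inhibition above about 25%, with every replicate also reaching it, limit read from the data, passing the limit was not always enough; inconclusive = only one of those two criteria met; inactive = neither criterion met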
Target sequence (Q15084 whole entry, looked up): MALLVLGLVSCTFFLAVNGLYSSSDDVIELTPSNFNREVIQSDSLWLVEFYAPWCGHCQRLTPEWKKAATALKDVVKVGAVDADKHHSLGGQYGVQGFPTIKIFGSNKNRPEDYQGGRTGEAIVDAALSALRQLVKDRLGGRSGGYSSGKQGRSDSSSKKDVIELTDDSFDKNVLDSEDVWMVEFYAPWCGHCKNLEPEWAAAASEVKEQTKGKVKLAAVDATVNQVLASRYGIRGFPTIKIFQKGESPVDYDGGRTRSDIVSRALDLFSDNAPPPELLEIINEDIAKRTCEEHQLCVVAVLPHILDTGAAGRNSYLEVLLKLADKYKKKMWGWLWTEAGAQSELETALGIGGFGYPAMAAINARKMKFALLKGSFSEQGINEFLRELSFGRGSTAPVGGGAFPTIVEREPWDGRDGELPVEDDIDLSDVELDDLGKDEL
RAD54 branch – inhibitors of human RAD54 branch migration, primary screen, biochemical, fluorescence, single point; DNA repair and recombination protein RAD54-like (Homo sapiens), Q92698; AID 602329, 2012; hit rate 0.14% among 360,000; RAD54 Holliday junction branch migration, FAM/BHQ fluorescence; inhibition, % at 10.4 µM;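 active = mean normalized replicate activity at least 40 and at least half of replicates scoring 40 or more; inconclusive = only one of the two criteria met; inactive = mean below 40 and under half of replicates reaching 40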;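 also: 0% = median of neutral control wells and 100% = median of positive control wells; inhibitors cause a drop in the FAM fluorescence signal; in these data hits start at about 50%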
An asterisk follows results filed as active; ? = inconclusive; . = no result given; & = joins results of further samples.

SMILES | Casp6 inh | E-selectin induc | ARNT TACC3 PPI | RAD52 inh | esBAF inh | PglD inh | ERp5 block | RAD54 branch
Cc1ccc2nc(NC(=O)CCn3c(=O)sc4ccccc43)sc2c1 | -1 | 0.1 | -4 | -13 | 0 | -1 | -8 | -4
CCCNC(=O)c1cc2c(c(-c3cccc(-c4ccccc4F)c3)n1)[C@H](CCO)N(C(=O)CC1CC1)C2 | 1 | 0.0 | . | 12 | . | . | 1 | .
CC(=O)N/C(N)=N/c1nc2cc([N+](=O)[O-])ccc2o1 | -2 | . | 1 | -13 | . | . | -7 | .
COc1cc2c(cc1OC)C(C)N(C(=O)c1cc3ccccc3o1)CC2 (centres undefined) | 3 | . | 2 | -15 | 1 | -1 | -5 | 15
COc1ccc(NC(=O)N(C)C[C@@H]2Oc3c(NC(=O)Nc4c(C)noc4C)cccc3C(=O)N([C@@H](C)CO)C[C@@H]2C)cc1 | -1&0 | -0.1&0.2 | 4&-1 | -7&-26 | 3&-1 | -1&-1 | -5&1 | 3&-9
O=C(NCC1CCCO1)c1ccc(Br)s1 (centres undefined) | 0 | . | -7 | -8 | 6 | -5 | -2 | -1
COc1ccc(/C=C/C(=O)NCC(=O)N2CCC(N(C)CCN3CCOCC3)CC2)cc1OC | -12 | . | 5 | -8 | -4 | . | -8 | .
CCOC(=O)N1CCC(NC(=O)c2cc(S(=O)(=O)N3CCCCC3)ccc2F)CC1 | -1 | 0.6 | -2 | -3 | -4 | -1 | 0 | 4
Cc1[nH]c2ccccc2c1SCc1nnc(SCc2ccc(Cl)cc2)n1C | -1 | 0.5 | -3 | -5 | 1 | -3 | 5 | -1
O=C(Nc1ccc2c(c1)OCO2)c1ccc([N+](=O)[O-])cc1[N+](=O)[O-] | 4 | 0.4 | 14 | 2 | ? | 7 | 1 | 1
C[C@@H]1CN([C@H](C)CO)C(=O)c2cc(NC(=O)Nc3ccc(C(F)(F)F)cc3)ccc2O[C@H]1CN(C)C(=O)Nc1ccc2c(c1)OCO2 | -1 | 0.1 | 7 | 20 | 8 | -1 | 1 | 8
Cc1cc(OCCCCCNCCO)ccc1Cl | . | . | -1 | . | 2 | 5 | . | 1
CCOC(=O)N1CCN(C(=O)CSCc2ccccc2C)CC1 | . | . | -8 | . | -9 | -6 | . | -10
COC(=O)[C@@H](Cc1ccccc1)NC(=O)NCCc1ccccc1 | -4 | . | 9 | -12 | 2 | 4 | 3 | -13
O=C(CCC1CCCC1)N1CCC(N2CCCCCC2)CC1 | -35 | 0.0 | -5 | 7 | . | . | -6 | .
Cc1ccccc1NC1=C/C(=N\S(=O)(=O)c2cccs2)c2ccccc2C1=O | . | . | 16 | . | -74 | 2 | . | 7
COc1ccc2c3c(n(C)c2c1)[C@@H](CO)N(C(C)=O)CC31CN(S(=O)(=O)c2ccccc2)C1 | 4 | 0.0 | . | -6 | . | . | -1 | .
O=C(O)COc1ccccc1/C=N/NC(=O)CNC(=O)c1ccc(F)cc1 | -1 | . | 5 | -5 | 6 | -4 | 7 | 0
CCn1c(/C=C\c2ccccc2C)nc2ccccc2c1=O | 1 | -0.1 | 11 | -5 | . | -25 | 2 | 3
O=C(NCCCc1ccccc1)c1cccc(Br)c1 | 2 | . | -3 | -4 | 14 | -4 | 2 | 2
O=C(O)C1CC(=O)N(c2ccc(OCc3ccc(Br)cc3)cc2)C1 (centres undefined) | 2 | . | -1 | -3 | 0 | -5 | 2 | -1
Cc1ccc(CS(=O)Cc2ccc(C(=O)NC3CCCCCC3)o2)cc1 (centres undefined) | -1 | . | -4 | -18 | 8 | 6 | -2 | -8
Cc1cc(=O)n2nc(N3CCC(C(=O)NCc4ccc(Cl)cc4)CC3)sc2n1 | . | . | 35 | -38 | -3 | 7 | 0 | -17
CNNCc1ccc(C(=O)NC(C)C)cc1 | 2 | 1.4 | 35 | -22 | 5 | 6 | -4 | 2
CCOC(=O)N1CCN(c2c(N3CCC(N4CCCCC4)CC3)c(=O)c2=O)CC1 | -14 | -0.7 | . | -6 | -4 | 2 | 3 | 8
O=C(CSc1nnc(CSc2nc3ccccc3s2)o1)NC1CCCCC1 | . | . | -2 | . | -1 | -7 | . | -3
CCN(CC)CCNC(=O)Cn1cnc2sc(C)c(S(=O)(=O)N3CCOCC3)c2c1=O | . | . | -7 | . | -7 | 1 | . | -2
CCOC(=O)c1sc(N)c(C#N)c1CSc1nnc(C2CCCCC2)n1N | . | . | 5 | . | 11 | 5 | . | -19
FC(F)(F)c1ccc(N/N=C/c2cccnc2)nc1 | 0 | . | -4 | -13 | 34 | 6 | 1 | -6
COc1ccc(NC(=O)CSc2c3c(nc4cc(Cl)ccc24)CCCC3)cc1OC | 2 | . | -5 | -47 | . | . | 0 | .
COCC#Cc1ccc2c(c1)O[C@@H](CN(C)Cc1ccncc1)[C@H](C)CN([C@H](C)CO)S2(=O)=O | 1 | 0.1 | -10 | 3 | 5 | 1 | -4 | -9
OC[C@@H]1Nc2ccc(C#Cc3cccc(F)c3)cc2[C@@H]2NCC[C@H]12 | 1 | 1.4 | . | 45 | . | . | 13 | .
COc1ccccc1CNC(=O)c1ccc(CS(=O)(=O)c2ccc(C)cc2)o1 | 7 | . | 1 | -33 | 6 | -3 | 3 | -1
O=C(CSc1ncccn1)NC(=O)Nc1ccc2c(c1)OCCO2 | -3 | 0.0 | -7 | -14 | 31 | -1 | 1 | 3
C[C@@H]1CN([C@H](C)CO)C(=O)c2cc(-c3ccc(C#N)cc3)cnc2O[C@@H]1CN(C)Cc1cncnc1 | 0 | -0.3 | -3 | 1 | -1 | -3 | 7 | -2
Cc1ccc(C)c(NC(=O)CSc2nnc(CSc3nc(C)cc(C)n3)n2Cc2ccco2)c1 | . | . | 3 | . | 3 | 1 | . | -13
O=C(NCC(c1ccco1)N1CCCCC1)c1ccc(COc2ccc(Cl)cc2)cc1 (centres undefined) | -174 | 0.1 | -3 | -67 | -29 | -4 | 5 | 3
CC(=O)Nc1c(O)nc(SCC(=O)Nc2cccc(C)c2)[nH]c1=O | 1 | . | -1 | -14 | -1 | 4 | -2 | -6
O=C(C[C@H]1CC[C@@H](NS(=O)(=O)c2cccc(F)c2)[C@@H](CO)O1)N1CCCCC1 | -4 | -0.2 | -8 | 5 | 1 | -7 | -3 | 2
COc1ccc(CC(=O)NC(C)c2nnc(SCCC(=O)Nc3ccccc3)n2C)cc1 (centres undefined) | 2 | . | 1 | -3 | . | 1 | 4 | -2
O=C(CCN1CCCCC1)NCC[C@@H]1CC[C@@H](NC(=O)C2CCCC2)[C@H](CO)O1 | 0 | 0.2 | -6 | -7 | -4 | 2 | 5 | -2
CS(=O)(=O)N1CCC(C(=O)Nc2cccc([N+](=O)[O-])c2)CC1 | -1 | . | 0 | 2 | 1 | -17 | 4 | 6
CCc1ccc(C(=O)NNc2cc(Cl)cc(Cl)c2)cc1 | -2 | 0.9 | 8 | 2 | 9 | 4 | 0 | -6
O=C(N[C@@H]1CC[C@H](CCn2cc(C3(O)CCCC3)nn2)O[C@@H]1CO)C1CCC1 | 0 | -0.9 | -1 | 6 | 5 | 0 | -12 | 0
O=C1NC(c2ccc(Cl)cc2)Nc2ccccc21 (centres undefined) | -1 | . | -5 | -1 | . | . | 1 | .
C=C(C)c1cccc(C(C)(C)NC(=O)N2CCN(c3ccccc3OC)CC2)c1 | -1 | . | -15 | -13 | -4 | . | 5 | .
Cc1sc2c(c1C)C(=O)NC(c1ccccc1F)N2 (centres undefined) | 3 | 8.7 | 6 | -31 | . | . | 3 | .
Cn1c(=O)[nH]c(=O)c2c1nc(Br)n2CCCO | . | . | -5 | . | -8 | -6 | . | -11
C[C@@H]1CN([C@@H](C)CO)C(=O)c2cc(NC(=O)CCCN(C)C)ccc2O[C@@H](C)CCCCO[C@@H]1CN(C)C(=O)Nc1ccc2c(c1)OCO2 | -12 | -0.2 | . | -24 | . | . | -3 | .
COc1ccc(NC(=S)N2CCC(N(C)CCN3CCOCC3)CC2)cc1 | -12 | 0.2 | 0 | -9 | . | . | 1 | .
COc1ccc(S(=O)(=O)N2CCC(C(N)=O)(N3CCCCC3)CC2)cc1OC | 1 | . | -12 | -11 | -7 | 0 | 2 | -10
COc1ccccc1/C=C/C(=O)OCc1nc2ccccc2c(=O)[nH]1 | -1 | . | -2 | -10 | . | . | 6 | .
Cc1cccc(NC(=O)CN(C)CC(=O)NC(c2ccccc2)c2ccccc2)c1C | -2 | 0.6 | . | -21 | -2 | -3 | 4 | -5
c1ccc2c(CN3CCSCC3)cccc2c1 | -1 | 0.2 | -13 | -4 | -1 | 8 | 2 | 4
COC(=O)N1C/C=C\C(c2ccc(OC)cc2)N(Cc2ccc(F)cc2)C(=O)C1 (centres undefined) | -4 | -0.2 | -22 | -18 | -14 | 6 | -3 | -7
O=C(O)C[C@H]1C=C[C@H](NC(=O)Nc2cc(F)ccc2F)[C@@H](CO)O1 | -2 | -0.3 | -2 | -9 | 5 | -2 | 8 | 4
Cc1cccc(NC(=O)CNC(=O)CSc2nnc(C(F)(F)F)n2C)c1C | 1 | . | -13 | 0 | -7 | -4 | -3 | 4
CCC(C)NC(=S)NNC(=O)c1ccncc1 (centres undefined) | -1 | 1.0 | 15 | -8 | . | . | 1 | .
O=C(NCCN1CCc2ccccc2C1)Nc1ccc([N+](=O)[O-])cc1 | -7 | 0.2 | 7 | -7 | 0 | -4 | -2 | -5
CCCNC(=O)N(C)C[C@@H]1Oc2cc(C3=CCCC3)ccc2S(=O)(=O)N([C@H](C)CO)C[C@@H]1C | . | 0.1 | -3 | -1 | 3 | 1 | 2 | 9

(list continues)
SMILES | Casp6 inh | E-selectin induc | ARNT TACC3 PPI | RAD52 inh | esBAF inh | PglD inh | ERp5 block | RAD54 branch
c1ccc(CNCC2COc3ccccc3O2)cc1 (centres undefined) | . | . | -4 | . | 6 | 0 | . | 1
CCCCn1c(N)c(N(CC)C(=O)c2cnc(C)cn2)c(=O)[nH]c1=O | 0 | -0.2 | . | -6 | -6 | . | 3 | .
CCn1c(N2CCN(C(=O)NC3CCCCC3)CC2)nc2ccccc21 | . | . | 0 | . | 10 | -4 | . | -10
Cc1cc(NC(=O)c2ccc3c(c2)OCCO3)no1 | . | . | -4 | . | -61 | 4 | . | -10
COC(=O)c1ccc[n+](CCc2c[nH]c3ccccc23)c1 | -3 | . | -15 | -8 | -9 | 0 | 6 | 5
CN1c2ccc(-c3ccccc3F)cc2[C@H]2[C@H](CCN2C(=O)c2cccc(F)c2)[C@H]1CO | . | 0.2 | 3 | . | 2 | -1 | . | 0
COc1ccccc1S(=O)(=O)Nc1cc(S(=O)(=O)N2CCCCC2)ccc1N1CCOCC1 | . | 0.1 | -11 | -13 | -20 | . | -2 | .
Cc1cc(NC(=O)c2ccco2)ncc1NC(=O)CCc1ccccc1 | . | . | 0 | . | 23 | -7 | . | -2

Full records as entered above. Order of values: Casp6 inh, E-selectin induc, ARNT TACC3 PPI, RAD52 inh, esBAF inh, PglD inh, ERp5 block, RAD54 branch
Cc1cc(NC(=O)c2ccco2)ncc1NC(=O)CCc1ccccc1 in the list: ., ., 0, ., 23, -7, ., -2
CCn1c(N2CCN(C(=O)NC3CCCCC3)CC2)nc2ccccc21 in the list: ., ., 0, ., 10, -4, ., -10
